High-throughput results as filed in PubChem BioAssay.
KCNH2 3.1 inh – qHTS for Inhibitors of KCHN2 3.1: Mutant qHTS; Potassium voltage-gated channel subfamily H member 2, brain isoform KCNH2 3.1 (human); U2OS KCNH2 3.1, thallium flux FluxOr; active compounds read low; activity change, % (tested at about 1.8 µM); actives 0.95% (n = 340,000);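 active = maximum activity change below -70%; inconclusive = maximum activity change from -70% to -50%; inactive = maximum activity change above -50%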;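 note: thallium influx rate constant from kinetic fluorescence after stimulation buffer; % is set by controls: 0 for no effect and ±100 for the full control effect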
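Thallium flux read-out: FluxOr dye with Red40 quencher in HBSS/HEPES, 45 min at RT. Rate constants from kinetic reads were normalized to positive and negative DMSO controls. Cells: U2OS virally expressing the 3.1 isoform.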
FLuc counter – qHTS profiling assay for firefly luciferase inhibitor/activator using purifed enzyme and Km concentrations of substrates (counterscreen for miR-21 project); purified FLuc, Km substrates, luminescence inhibition; actives 6.9% (n = 360,000); Potency, µM (top dose mostly 57.5 µM), without a hit: top-dose activity change, negative = inhibition, usual class: inhibitors; Luciferin 4-monooxygenase (Photinus pyralis), P08659;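 note: potency is the fitted concentration of half-maximal effect; plate controls were vehicle for no effect and reference inhibitor for full effect; nearly all actives have a fitted effect of over 55% in size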
Target sequence (P08659 whole entry, looked up): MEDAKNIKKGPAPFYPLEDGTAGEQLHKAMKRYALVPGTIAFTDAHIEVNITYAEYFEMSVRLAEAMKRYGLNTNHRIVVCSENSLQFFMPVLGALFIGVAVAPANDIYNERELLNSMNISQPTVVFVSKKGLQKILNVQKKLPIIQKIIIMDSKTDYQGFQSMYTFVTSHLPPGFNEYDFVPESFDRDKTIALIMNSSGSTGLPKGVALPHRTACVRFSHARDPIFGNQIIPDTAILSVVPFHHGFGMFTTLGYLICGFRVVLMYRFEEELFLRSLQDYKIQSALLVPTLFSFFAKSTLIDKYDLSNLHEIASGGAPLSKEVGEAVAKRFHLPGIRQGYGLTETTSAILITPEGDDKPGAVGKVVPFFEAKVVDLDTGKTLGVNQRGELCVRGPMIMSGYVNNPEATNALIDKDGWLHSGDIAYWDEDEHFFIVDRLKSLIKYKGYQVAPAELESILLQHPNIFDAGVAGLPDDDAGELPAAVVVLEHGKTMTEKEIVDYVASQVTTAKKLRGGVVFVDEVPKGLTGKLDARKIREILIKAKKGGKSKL
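Purified P. pyralis luciferase, 10 nM final, with Km-level 10 uM D-luciferin and 10 uM ATP in 50 mM Tris acetate pH 7.5, 10 mM Mg acetate, 0.01% Tween-20, 0.05% BSA; 6-point qHTS titration about 60 µM downward; luminescence read.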
Mito fusion act – qHTS Assay for Small Molecule Inhibitors of Mitochondrial Division or Activators of Mitochondrial Fusion | S. cerevisiae fusion-defective mutant growth rescue, CellTiterGlo 48 h | Potency, µM (titrated, usually from 46.1 µM), for the others: at the top dose growth rescue (activation), actives largely listed as activators | actives 0.23% (n = 320,000) | AID 485298, 2010;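 note: potency is the fitted concentration of half-maximal effect; % of control where 0% means no effect; nearly all actives have a fitted effect of over 45% in size; temperature-sensitive fusion mutants such as fzo1-1 at 37 °C on non-fermentable ethanol glycerol medium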
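Growth-rescue viability read-out: after 48 h at the non-permissive 37C in glycerol/ethanol YPEG, yeast mitochondrial fusion mutants are measured by CellTiterGlo luminescence; compounds (23 nl pinned per well) restoring growth score as division inhibitors or fusion activators.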
MBNL1 CUG block – qHTS Assay for Inhibitors of MBNL1-poly(CUG) RNA binding. Muscleblind-like protein 1 (Homo sapiens), Q9NR56. TR-FRET MBNL1-His/biotin-(CUG)12 binding, 665/545 ratio. Potency, µM (highest dose often 57.5 µM), for the others: top-dose activity change, negative = inhibition, hits mostly inhibitors. actives 0.036% (n = 280,000). AID 2675, 2010; active = well fitted inhibition curve with a large enough effect in the signal ratio, with a control signal flat, not every such curve was filed as active; inconclusive = small, poorly fitted or top-dose-only effect, or effect the other way, or a change in a side signal; inactive = no such curve, though single readings can be large or run the other way; the % refers to the signal ratio; note: potency is the fitted concentration of half-maximal effect; % is set by controls: 0 for no effect and ±100 for the full control effect
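Inhibition of protein-RNA binding appears as loss of TR-FRET between terbium anti-His antibody on MBNL1-His and streptavidin-XL665 on biotin-(CUG)12. Activity is normalized to buffer-only and uninhibited-complex controls.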
NPC1 promoter act – qHTS Assay for NPC1 Promoter Activators | Huh7 NPC1 promoter luciferase reporter, 24 h | Potency, µM (series often up to 9.22 µM), without a hit: top-dose activation, hits mostly activators | actives 2.4% (n = 320,000);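 note: potency is the fitted concentration of half-maximal effect; % of control where 0% means no effect; nearly all actives have a fitted effect of over 60% in size; reporter is driven by a mutant NPC1 promoter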
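Quantitative HTS used a cell-based reporter: Huh7 cells stably bearing the NPC1 promoter upstream of luciferase were treated with compounds for 24 h, and promoter activation was read as luminescence.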
Menin MLL FP TR – qHTS Assay for Inhibitors Targeting the Menin-MLL Interaction in MLL Related Leukemias: Competition With Texas Red Labeled MLL-derived Mutant Peptide | Menin + Texas Red MLL mutant peptide, fluorescence polarization | Potency, µM (doses to about 61.6 µM), without a hit: top-dose FP activity change, negative = inhibition, hits mostly inhibitors | actives 0.23% (n = 270,000) | AID 1768, 2009; active = well fitted inhibition curve with a large enough effect in the polarisation, with a control signal flat, not every such curve was filed as active; inconclusive = small, poorly fitted or top-dose-only effect, or effect the other way, or a change in a side signal; inactive = no such curve, though single readings can be large or run the other way; the % refers to the polarisation; note: potency is the fitted concentration of half-maximal effect; % of control where 0% means no effect; many of its hits are not listed in these tables
Target sequence (O00255 whole entry, looked up): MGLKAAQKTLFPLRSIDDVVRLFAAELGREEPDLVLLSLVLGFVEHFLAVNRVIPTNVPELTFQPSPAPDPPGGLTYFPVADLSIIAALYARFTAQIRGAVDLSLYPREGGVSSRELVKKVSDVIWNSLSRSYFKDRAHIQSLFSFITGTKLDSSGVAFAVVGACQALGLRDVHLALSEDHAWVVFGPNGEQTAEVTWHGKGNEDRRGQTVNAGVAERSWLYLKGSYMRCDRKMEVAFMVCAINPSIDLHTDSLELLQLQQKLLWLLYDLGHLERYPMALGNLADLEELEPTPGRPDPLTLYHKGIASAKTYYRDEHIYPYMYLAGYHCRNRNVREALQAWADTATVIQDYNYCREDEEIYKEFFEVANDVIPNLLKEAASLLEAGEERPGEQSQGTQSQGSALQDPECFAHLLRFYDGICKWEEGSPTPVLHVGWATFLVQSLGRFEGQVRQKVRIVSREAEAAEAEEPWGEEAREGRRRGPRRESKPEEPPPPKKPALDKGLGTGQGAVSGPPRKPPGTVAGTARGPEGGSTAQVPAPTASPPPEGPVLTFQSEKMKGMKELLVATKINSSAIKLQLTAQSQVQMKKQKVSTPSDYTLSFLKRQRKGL
VP16 counter – VP16 counterscreen qHTS for inhibitors of ROR gamma transcriptional activity; Drosophila S2 Gal4-VP16 UAS-luciferase, luminescence, 20 h; Potency, µM (highest dose often 53.6 µM), without a hit: at the top dose activity, negative = inhibition, usual class: inhibitors; actives 3.5% (n = 310,000); AID 2546, 2010;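 note: Gal4-VP16 expression switched on by copper sulfate through the metallothionein promoter; potency is the fitted concentration of half-maximal effect; % is set by controls: 0 for no effect and ±100 for the full control effect; nearly all actives have a fitted effect of over 50% in size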
ELG1 repair inh – qHTS screen for small molecules that inhibit ELG1-dependent DNA repair in human embryonic kidney (HEK293T) cells expressing luciferase-tagged ELG1. Potency, µM (highest dose often 46.1 µM), for the others: at the highest dose activity change, negative = inhibition, actives largely listed as inhibitors. actives 2.3% (n = 330,000). HEK293T ELG1-luciferase reporter, luminescence, 16 h; DNA damage induced by 5-fluorouridine; note: potency is the fitted concentration of half-maximal effect; % is set by controls: 0 for no effect and ±100 for the full control effect; nearly all actives have a fitted effect of over 55% in size
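DMSO vehicle served as the neutral condition. Each well held 2,000 cells given 5-fluorouridine plus compound; after 16 hr at 37 °C/5% CO2, ONE-Glo was added and luciferase measured 30 min later.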
PKM2 activator – qHTS Assay for Activators of Human Muscle isoform 2 Pyruvate Kinase; Pyruvate kinase PKM (Homo sapiens), P14618; Potency, µM (doses to about 57.5 µM), for the others: top-dose activation, most hits filed as activators; purified PKM2, Kinase-Glo ATP luminescence, activation; response scale: 0% is enzyme alone, no compound; actives 0.34% (n = 260,000); note: potency is the fitted concentration of half-maximal effect; % is set by controls: 0 for no effect and ±100 for the full control effect; nearly all actives have a fitted effect of over 55% in size
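hPK-M2, >95% pure; 0.1 mM ADP / 0.5 mM PEP final; imidazole pH7.2 buffer w/ 7 mM MgCl2, 50 mM KCl; 1 h RT; Kinase-Glo lum. Intermediate enzyme activity for dual inhibitor/activator qHTS.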
Rab9 prom act – qHTS Assay for Rab9 Promoter Activators. Huh7 Rab9 promoter-luciferase reporter, luminescence, 24 h. Potency, µM (series often up to 9.22 µM), for the others: top-dose activation, negative = inhibition, most hits filed as activators. actives 2.8% (n = 320,000); note: potency is the fitted concentration of half-maximal effect; % of control where 0% means no effect; nearly all actives have a fitted effect of over 60% in size
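Cell-based reporter: Huh7 stable for Rab9 promoter-driven luciferase, plated in reduced-serum medium with 10% FBS at 1500 cells/well, compound-treated 24 h at 37 °C, luminescence read after 10 min reagent.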
RORg inh – qHTS for inhibitors of ROR gamma transcriptional activity. Drosophila S2 Gal4-RORgamma UAS-luciferase reporter, 20 h. actives 5.4% (n = 310,000). Nuclear receptor ROR-gamma (Mus musculus), P51450. AID 2551, 2010. Potency, µM (highest dose often 53.6 µM), for the others: top-dose activity change, negative = inhibition, actives largely listed as inhibitors; note: potency is the fitted concentration of half-maximal effect; % is set by controls: 0 for no effect and ±100 for the full control effect; nearly all actives have a fitted effect of over 60% in size
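Drosophila S2 cells stably expressing Gal4-DBD/mouse RORγ fusion under metallothionein promoter plus UAS-luciferase; compound 1 h, then 700 uM CuSO4 induction for 20 h at ambient temperature; inhibition read as reduced luminescence.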
An asterisk follows results filed as active; ? = inconclusive; . = not tested or not shown; & = joins results of further samples; [ ] = dose if it differs, or a comment. Unless noted, calls come from the whole dose curve; as a rule, active = well fitted curve in the direction sought with a large enough effect; inconclusive = small, poorly fitted or top-dose-only effect, or another doubt; inactive = no such curve, though single readings can be large; an effect the other way counts as inactive or inconclusive. Not all compounds are listed; count on the stated rates, not on these rows.

SMILES	KCNH2 3.1 inh	FLuc counter	Mito fusion act	MBNL1 CUG block	NPC1 promoter act	Menin MLL FP TR	VP16 counter	ELG1 repair inh	PKM2 activator	Rab9 prom act	RORg inh
FC(F)(F)c1cccc(-c2ccc(/C=N/Nc3nncc(-c4ccccc4)n3)o2)c1	-14.7	5.3%	-1.6%	-2.2%	2.7%	7.0%	-1.3%	7.3%	-0.3%	-24.6%	-4.6%
Cc1ccc(N(CC(=O)NC2CCCC2)C(=O)CNC(=O)c2cccs2)cc1F	11.2	4.1%	-3.3%	3.8%	-0.2%	0.5%	-0.3%	14.0%	-0.5%	4.8%	-5.3%
CCC(=O)N1CC23C=CC(CC2CC12CCCCC2)O3 (stereo not given)	13.3	5.1%	6.4%	-8.4%	2.4%	?	-1.0%	-1.1%	5.4%	-4.6%	-15.6%
O=C(CN(c1ccccc1)S(=O)(=O)c1ccccc1)NCCSc1ccccn1	24.0	0.4%	1.3%	4.7%	-2.6%	-18.6%	-7.3%	-9.3%	-4.6%	1.2%	-1.7%
CCC(=O)N1N=C(c2ccc(NS(=O)(=O)CC)cc2)CC1c1ccc(C)cc1 (stereo not given)	-1.6	-9.0%	-1.1%	12.9%	1.5%	-26.5%	2.4%	?	?	-7.8%	6.1%
Cn1c(SCc2nnc(-c3ccccc3Br)o2)nc2sc3c(c2c1=O)CCC3	-8.4	-0.1%	7.1%	2.2%	-1.5%	-17.1%	-2.3%	?	17.5%	-6.8%	9.4%
CCOC(=O)C1CCN(C(=O)COc2ccc3c(c2)OCO3)CC1	-0.4	-9.9%	-2.2%	-5.9%	2.2%	0.0%	-15.0%	2.2%	6.4%	-0.2%	-43.1%
CCN1CCN(Cc2ccc(NC(=O)c3cc(NC(=O)c4cc5cccc(OC)c5o4)cc(OC)c3)cc2C(F)(F)F)CC1	3.0&3.1	?	7.3%	-3.0%	2.3%	.	?	-17.2%	5.8%	-3.2%	?
O=c1cc(-c2ccccc2)[nH]n1-c1ccc([N+](=O)[O-])cc1	-9.5	15.1µM*	-5.5%	32.6%[activator]	20.0%	?	?	?	1.5%	?	?
COc1ccc(CN=Cc2c(C(=O)O)[nH]c3ccccc23)cc1	-2.6	-17.9%	-5.7%	-7.4%	-1.5%	0.7%	-4.1%	18.7%	0.6%	-1.0%	17.1%
COc1ccc(C(=O)NC(C)c2ccncc2)cc1S(=O)(=O)N(C)Cc1ccccc1 (stereo not given)	-13.7	0.1%	-3.1%	.	-2.8%	.	.	-30.0%	.	-9.2%	.
COc1ccc2nc(C)cc(Nc3ccc(C)cc3)c2c1	14.2	-0.4%	-1.2%	8.6%	0.2%	?	0.1%	-29.0%	?	-0.2%	8.1%
CCOc1ccc(S(=O)(=O)NCCC(=O)N2CC(C)OC(C)C2)cc1 (stereo not given)	-0.4	-0.3%	3.1%	.	-1.7%	.	.	0.2%	.	-4.2%	.
CCC1CCCCN1CCCNC(=O)c1ccc2nc(N3CCCCC3)sc2c1 (stereo not given)	12.4	-6.9%	-5.2%	-1.9%	?	-24.5%	-15.4%	?	.	-15.1%	1.8%
Cc1cccc(NC(=O)COC(=O)COc2ccc3c(c2)CCC3)c1	-6.6	0.6%	-2.2%	.	-0.4%	.	.	13.4%	.	1.7%	.
CCOC(=O)N1CCN(C(=O)CS(=O)(=O)c2cn(Cc3ccc(F)cc3)c3ccccc23)CC1	7.1	-0.8%	-3.8%	-6.8%	1.8%	.	3.8%	?	-4.3%	0.9%	7.0%
COc1cccc(N2CC(O)=C(c3ccccc3)C2=N)c1	7.2	-2.5%	-0.2%	-13.0%	-2.8%	-9.1%	-10.5%	22.7%	6.0%	-11.8%	30.9%
N=c1ccn(CC(=O)NC(N)=O)c2ccccc12	6.2	1.3%	-3.1%	-2.5%	0.6%	4.9%	-9.1%	14.1%	4.6%	-2.1%	-27.7%
C=C(C)C(=O)Nc1cccc(C2=NOC3(C2)C[C@@H](C(N)=O)N(C(=O)c2cc([N+](=O)[O-])cc([N+](=O)[O-])c2)C3)c1 (stereo not given in full)	15.9	2.1%	14.5%	?	-1.2%	.	4.1%	?	-1.5%	-11.4%	-6.7%
Cc1cccc(Cn2cccc2/C=C2/C(=N)N3C=CSC3=NC2=O)c1	11.2	-2.7%	-1.8%	31.5%[activator]	-1.3%	?	7.94µM*	-20.0%	0.9%	-1.8%	8.91µM*
Cc1cccc(CCNC(=O)CCNC(=O)Cn2ccc3ccccc3c2=O)c1	-23.5	1.8%	-5.2%	5.5%	-1.5%	13.4%	-3.5%	-12.4%	-0.8%	-1.2%	-13.7%
CCNC(=S)N1CCC(NC(=O)c2ccco2)CC1	2.0	0.9%	-4.4%	-0.7%	-0.4%	0.0%	5.0%	6.6%	-6.5%	-3.6%	3.9%
Cn1c(-c2ccc(F)cc2)cc2onc(-c3ccccc3Cl)c2c1=O	13.2	2.13µM*	9.2%	.	1.58µM*	.	.	?	.	0.891µM*	.
O=C1Cc2cc(NS(=O)(=O)c3cc(F)ccc3F)cc3c2N1CCC3	0.5	0.9%	-1.8%	.	-1.8%	.	.	?	.	-5.0%	.
CC1=C(C(=O)OCCOC(C)C)C(c2cc3c(cc2Br)OCO3)CC(=O)N1 (stereo not given)	1.2	7.1%	1.9%	1.8%	1.4%	.	-7.4%	3.6%	0.0%	-1.8%	4.7%
Next part:
SMILES	KCNH2 3.1 inh	FLuc counter	Mito fusion act	MBNL1 CUG block	NPC1 promoter act	Menin MLL FP TR	VP16 counter	ELG1 repair inh	PKM2 activator	Rab9 prom act	RORg inh
COC(=O)c1[nH]c2ccc(Cl)cc2c1NC(=O)C1CC1	-6.4	1.1%	0.7%	15.8%	-3.3%	7.7%	-2.6%	-14.3%	-1.4%	0.6%	24.6%
COC(=O)c1ccc(NC(=O)Cn2nc(C)c3ccccc3c2=O)cc1	-2.8	3.5%	-5.2%	-7.4%	-0.4%	-3.2%	-1.3%	-9.9%	0.6%	20.9%	-19.2%
O=C(Nc1ccc(S(=O)(=O)Nc2nccs2)cc1)c1ccc(S(=O)(=O)N2CCOCC2)cc1	11.6	5.6%	-1.3%	-8.7%	-2.0%	20.3%	-7.2%	-2.0%	4.0%	1.3%	11.4%
CSc1nncc(/C(C)=N/O)n1	-2.1	-2.0%	0.0%	?	0.3%	-5.4%	-0.5%	9.7%	-6.7%	-2.1%	9.3%
Cc1ccc(C)c(NC(=S)N=Nc2c(O)n(C)c3ccc(S(=O)(=O)N4CCOCC4)cc23)c1	6.4	1.7%	6.1%	3.0%	-10.0%	22.7%	1.12µM*	?	2.6%	-9.9%	0.631µM*
COCCN1C(=O)N(c2ccccc2)C(=O)C1CC(=O)Nc1cc(OC)cc(OC)c1 (stereo not given)	0.7	-0.2%	6.0%	3.2%	-0.1%	7.5%	-14.0%	-1.2%	1.1%	-8.8%	-25.5%[1.91 µM]
CCCCNC(=O)Nc1ccc(Br)cn1	0.2	?	-2.8%	-3.8%	?	3.0%	18.2%	?	-2.6%	?	28.8%
C=CCn1c(CCc2ccc(OC(C)C)cc2)n[nH]c1=S	1.0	-0.3%	-1.0%	-5.3%	-5.5%	-7.0%	-0.3%	5.8%	-0.8%	-1.8%	1.5%
CC(=O)c1ccc(S(=O)(=O)N2CCN(C(=O)c3ccc(N)c([N+](=O)[O-])c3)CC2)cc1	-12.4	0.5%	-3.9%	.	-0.8%	.	.	-4.3%	.	2.8%	.
COc1ccc(CC(=O)NCC(=O)N=Nc2c(O)[nH]c3ccccc23)cc1	14.0	1.9%	-7.6%	?	2.3%	-1.0%	-5.7%	9.8%	.	5.9%	-8.5%
CCC(=O)c1ccc(OCC(=O)OCC(=O)NCC2CCCCC2)cc1	-1.3	-0.4%	2.6%	.	9.2%	.	.	21.7%	.	-4.3%	.
